Compound activity deposited in PubChem BioAssay by several laboratories.
sPLA2-III inh: Inhibits HGIII-sPLA2 liposome hydrolysis, primary screen. inhibition, % at 12.2 µM. QFRET BODIPY PC-A2 liposome hydrolysis, fluorescence. actives 0.56% (n = 370,000). Q9NZ20;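 active = inhibition above mean plus 3 SD of compounds lying within the high and low control bounds, cut at about 19% in these data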;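 also: 0% = median of test compound wells and 100% = no enzyme DMSO wells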
SMARCA2 activ: SMARCA2 function activation, primary screen; MG213 cells, MMTV-luciferase reporter, dexamethasone, overnight; activation, % at 9.1 µM; actives 1% (n = 370,000); in the data active = activation above about 7.8%;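 also: 0% = vehicle wells and 100% = reference activator wells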
hcDAF12 agonist: activators of H. contortus DAF-12 nuclear receptor; AID 652067; actives 1.4% (n = 370,000); HEK293 hcDAF-12 lit1-tk-luc reporter, luminescence; 0% DMSO, 100% Δ7-dafachronic acid; activation, % at 6.8 µM;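 active = activation above the mean of all tested compounds plus 3 SD, cut at about 5.5% in these data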;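 also: 100% = response to 3 µM Δ7-dafachronic acid high control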
NPR1 activator: GC-A (human) enzyme activation. P16066. HEK293 GC-A cells, cGMP TR-FRET, EC30 ANP; 0% at EC30 ANP, 100% saturating ANP. activation, % at 10 µM. actives 0.14% (n = 370,000). AID 1671463; in the data active = activation above about 40%
DAX1 inh-1: inhibits human nuclear receptor DAX1; HEK293 Gal4-DAX1 luciferase reporter, luminescence; inhibition, % at 6.75 µM; actives 0.99% (n = 340,000); AID 504766;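 active = inhibition above the mean over all tested compounds plus 3 SD, cut at about 4.2% in these data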;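 also: 0% = DAX1-transfected cells with DMSO and 100% = empty-vector control cells with DMSO; inhibition shows as a rise in luminescence from relieved DAX1 repression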
ssDAF-12 act: activates DAF-12 receptor from parasite S. stercoralis; HEK293 ssDAF-12/GRIP1 lit1-tk-luc reporter, luminescence; % of 3 µM dafachronic acid response; actives 1% (n = 370,000); activation, % at 6.8 µM;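 active = activation above the mean over all tested compounds plus 3 SD, cut at about 0.9% in these data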;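 also: 0% = DMSO-only wells and 100% = 3 µM delta7-dafachronic acid wells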
proKLK7 act: proKLK7 (human) activation, primary screen; P49862; purified proKLK7, EDANS-DABCYL substrate fluorescence; 100% is mature enzyme control, 0% vehicle; activation, % at 7 µM; actives 0.9% (n = 370,000); AID 652039;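 active = activation above the mean of all tested compounds plus 3 SD, computed per campaign excluding outliers beyond control limits, cut at about 13% in these data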
DAX1 inh-2: inhibitors of DAX1 repression of SF-1 activated StAR promoter; HEK293T StAR-luciferase reporter, SF-1/DAX-1 repression relief; inhibition, % at 6.8 µM; actives 1.1% (n = 370,000); AID 652010;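 active = inhibition above the mean over all tested compounds plus 3 SD, cut at about 3.6% in these data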;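 also: 0% = DAX-1 cells with DMSO and 100% = cells lacking DAX-1 with DMSO; higher inhibition means more luminescence from relief of DAX-1 repression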
NPR2 activator: GC-B (human) receptor activation | HEK293-GC-B cells, CNP EC30, cGMP TR-FRET; 0% at EC30 CNP, 100% saturating CNP | AID 1920062 | actives 0.11% (n = 370,000) | activation, % at 10 µM | P20594;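 active = activation at 10 µM reaching about 35% in either raw or pattern-adjusted values, limit read from the data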
Target sequence (P20594 whole entry, looked up): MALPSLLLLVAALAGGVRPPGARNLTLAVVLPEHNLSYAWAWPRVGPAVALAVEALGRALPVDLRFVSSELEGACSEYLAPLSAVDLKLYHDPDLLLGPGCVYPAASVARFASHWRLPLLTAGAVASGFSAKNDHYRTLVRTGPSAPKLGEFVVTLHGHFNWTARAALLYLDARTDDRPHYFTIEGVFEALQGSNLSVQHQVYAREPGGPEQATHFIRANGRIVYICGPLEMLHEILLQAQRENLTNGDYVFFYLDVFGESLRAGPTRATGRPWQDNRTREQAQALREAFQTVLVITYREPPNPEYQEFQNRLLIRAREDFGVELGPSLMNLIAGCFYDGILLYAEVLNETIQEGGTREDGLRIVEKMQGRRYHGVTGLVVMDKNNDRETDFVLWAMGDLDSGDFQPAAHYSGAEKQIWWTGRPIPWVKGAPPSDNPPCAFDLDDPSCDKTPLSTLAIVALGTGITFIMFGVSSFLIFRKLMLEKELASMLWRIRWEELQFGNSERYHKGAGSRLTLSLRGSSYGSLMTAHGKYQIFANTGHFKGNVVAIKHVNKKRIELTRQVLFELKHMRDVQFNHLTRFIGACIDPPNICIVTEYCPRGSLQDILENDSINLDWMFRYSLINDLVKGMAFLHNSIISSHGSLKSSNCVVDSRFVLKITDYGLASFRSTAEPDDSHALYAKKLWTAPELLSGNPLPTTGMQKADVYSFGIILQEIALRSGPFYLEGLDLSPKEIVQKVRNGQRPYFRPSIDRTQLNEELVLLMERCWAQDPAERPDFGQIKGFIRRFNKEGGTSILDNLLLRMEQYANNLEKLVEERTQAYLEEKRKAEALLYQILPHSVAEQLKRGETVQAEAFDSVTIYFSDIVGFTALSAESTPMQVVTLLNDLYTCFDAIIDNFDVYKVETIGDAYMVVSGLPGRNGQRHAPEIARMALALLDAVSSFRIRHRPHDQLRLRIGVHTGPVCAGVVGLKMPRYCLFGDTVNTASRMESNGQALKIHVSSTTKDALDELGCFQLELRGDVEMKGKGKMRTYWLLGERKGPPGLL
GAA850 FXN act: activators of GAA850 frataxin (FXN) promoter; actives 0.56% (n = 360,000); activation, % at 6 µM; HEK293 lucGAA850 FXN promoter luciferase reporter, 24 h; percent of 10 µM SAHA response; AID 540364;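 active = activation above the average of all compounds screened plus 3 SD, cutoff fixed separately per campaign, cut at about 7.5% in these data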;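 also: 0% = DMSO wells and 100% = 10 µM SAHA wells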
hgDAF12 agonist: agonists of H. glycines DAF-12 nuclear receptor | HEK293 GAL4-hgDAF12 UAS-luciferase reporter, agonist luminescence; normalized to butyrate control | activation, % at 6.8 µM | actives 1.8% (n = 370,000) | AID 687014;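 active = activation above a cutoff set at the mean of all screened compounds plus 3 SD, cut at about 10% in these data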;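 also: 0% = DMSO wells and 100% = sodium butyrate wells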
An asterisk follows results filed as active; nt = no result given.

Every second line gives: sPLA2-III inh, SMARCA2 activ, hcDAF12 agonist, NPR1 activator, DAX1 inh-1, ssDAF-12 act, proKLK7 act, DAX1 inh-2, NPR2 activator, GAA850 FXN act, hgDAF12 agonist
1: CCCc1cc(=O)[nH]c(NCCc2ccccc2)n1
    -2, 3, 2.0, 1, -1.1, -0.1, 0.3, -0.3, 5, -0.6, 1.9
2: O=C(CN1CCN(Cc2ccccc2)C1=O)NCc1ccc(Cl)cc1
    3, 1, 1.4, 4, -1.1, -0.6, 0.2, -0.6, -1, 0.0, 3.0
3: O=C(CCn1c(=O)c2sccc2n(CC(=O)OCc2ccccc2)c1=O)NCc1ccccc1
    3, -1, 1.2, 1, 0.4, -1.2, 0.2, -0.9, 2, 1.9, 1.1
4: Cc1ccc(C(=O)CC2C(=O)N(c3ccccc3)C(=S)N2c2ccccc2)cc1 (stereo unspecified)
    -36, -1, 0.2, 3, -0.3, -1.8, -0.1, -0.3, -1, 1.6, 5.0
5: CCOC(=O)C1(CCc2ccccc2)CCN(C(=O)c2ccoc2)CC1
    5, -2, -1.0, -1, 0.1, -0.8, 0.8, -0.3, 0, 4.0, -5.0
6: Cc1ccc(NC(=O)CN2C(=O)NC3(CCCc4ccccc43)C2=O)c([N+](=O)[O-])c1 (stereo unspecified)
    0, -3, -1.8, 2, 0.5, -0.9, 0.1, -1.1, 4, 3.5, -0.1
7: Cc1cccc(Nc2nnc(SCC(=O)NCc3cccs3)s2)c1C
    -9, 2, -2.5, -1, 0.8, -0.8, -0.5, -0.5, 5, -1.0, -3.2
8: CCc1ccccc1NC(=O)CSc1nnc(-c2cc(C)[nH]n2)n1N
    -8, -2, -1.6, 2, 1.0, -1.5, -0.4, 1.9, -5, -0.3, -0.8
9: CC(OC(=O)CCN1C(=O)c2cccc([N+](=O)[O-])c2C1=O)C(=O)Nc1cc(Cl)cc(Cl)c1 (stereo unspecified)
    -7, -3, -1.8, -10, -1.6, -0.6, 0.0, 0.3, -14, 0.2, -0.9
10: COc1ccc(C(=O)CCC(=O)N2CCN(c3ccc([N+](=O)[O-])cc3)CC2)cc1
    2, -1, -2.1, 2, 0.0, -0.9, -0.5, -3.4, 0, -2.7, -1.3
11: COc1ccc(F)c(CN2CCC(n3nccc3NC(=O)C3CCOC3)CC2)c1 (stereo unspecified)
    -3, -2, 0.8, -5, 0.5, -0.8, -0.3, -0.2, -3, 2.4, 0.7
12: O=C(O)Cc1cc(=O)[nH]n(-c2ccccc2)c1=O
    6, -2, 0.3, 0, 0.7, -0.5, -0.2, 1.4, -4, 0.2, -2.5
13: COc1ccc(-c2ccc(C(=O)NC3CCCCC3)c3occc23)c(C)c1
    -1, -3, -0.2, -2, nt, -1.5, -1.3, 0.1, -7, -1.1, 7.7
14: C[C@H](NC(=O)N1CCC(Cc2ccccc2)CC1)C(=O)O
    -3, 1, 2.0, 2, -0.1, -0.3, 0.8, -0.5, 6, 0.2, -0.9
15: Cc1c(Cl)cccc1NC(=S)N1CCC(C(N)=O)(N2CCCCC2)CC1
    -2, -1, 1.5, 5, -0.1, -1.7, 0.4, -0.2, 2, -1.7, 1.9

(further entries)
Every second line gives: sPLA2-III inh, SMARCA2 activ, hcDAF12 agonist, NPR1 activator, DAX1 inh-1, ssDAF-12 act, proKLK7 act, DAX1 inh-2, NPR2 activator, GAA850 FXN act, hgDAF12 agonist
16: CC1(C(=O)Nc2ccc(F)c(Cl)c2)Cc2c(-c3cccc(C(F)(F)F)c3)ccnc2O1 (stereo unspecified)
    -11, 0, 1.9, -6, nt, -1.6, -0.2, -0.4, -3, -1.5, 0.0
17: C=CCNC(=O)CSc1n[nH]c(-c2cc(Cl)ccc2OC)n1
    1, -3, -0.8, -1, -0.3, -1.5, 1.0, 0.1, 4, -0.9, -1.0
18: CSCCC1NC2(C(=O)Nc3c(C)cc(Cl)cc32)[C@@H]2C(=O)N(C3CCCC3)C(=O)[C@H]12 (stereo partly specified)
    -6, -4, -1.0, -22, 0.7, -1.6, 0.4, -0.4, -15, -4.3, -2.4
19: Cc1cc(O)cc2c1C(=O)/C(=C/c1ccco1)O2
    -12, 3, 4.2, 8, 3.0, -0.7, 1.2, 1.0, 2, -0.8, 3.7
20: C=CCn1c(COc2cccc3ccc(C)nc23)nnc1SCC(=O)O
    0, 3, -1.1, 3, -1.2, -1.4, 1.3, -0.2, 2, 4.7, -1.3
21: COC(=O)[C@H](C)N(CCc1cn(Cc2ccccc2)nn1)S(=O)(=O)c1ccccc1Br
    8, -4, -2.9, 2, nt, -2.0, 0.2, 0.1, 2, nt, -3.0
22: COc1cc(Br)c(CCNC(=O)Cc2ccccc2)cc1OC
    4, 0, -2.5, 1, 0.7, -1.3, 0.4, -0.6, -2, 1.1, -3.9
23: CNC(=S)N(C)/N=C1/C(=O)N(Cc2c(Cl)cccc2Cl)c2ccccc21
    15, 1, -2.4, 17, 0.4, -1.4, 0.4, 0.5, 16, 0.5, 1.3
24: Cc1cccc(NC(=S)N(c2ccccc2)C(C)C)c1C
    10, -4, 0.5, -3, 1.4, 0.1, -0.4, -0.5, -2, -0.9, -2.4
25: C/C(=N\Nc1ccccc1)c1c(O)cc(C)oc1=O
    3, 3, -1.8, -5, 2.8, -0.8, -0.3, -0.2, -2, 0.9, 1.1
26: CCOC(=O)c1ccc(N2C(=O)c3n[nH]c(C)c3C2c2ccco2)cc1 (stereo unspecified)
    -10, 1, -2.3, 3, -1.7, -1.0, 0.7, -0.8, 5, -1.4, -0.6
27: CCOc1ncccc1C(=O)Nc1ccc(OC)c(S(=O)(=O)N2CCCCC2)c1
    10, 2, 0.2, 6, -0.1, -1.6, 0.2, -0.8, 1, 1.0, 0.5
28: Cc1cccc(CSc2nncc(=O)[nH]2)c1
    11, 1, -0.2, -1, -0.1, -1.0, -0.9, -0.5, -5, 0.1, 1.4
29: C=CCC(C=C)[N+]1(CC(=O)OC)CCCCC1 (stereo unspecified)
    0, 3, -0.3, 1, nt, -1.4, -0.2, -0.2, 0, 0.1, -2.4
30: CCOc1ccc(-n2nc3c(=O)n(CCN4CCCCC4)nc(C)c3c2C)cc1
    1, -3, -3.3, 3, -0.3, -2.0, 0.2, -0.6, 4, 2.8, 1.5

Whole records, quoted from the list. Order of screens: sPLA2-III inh | SMARCA2 activ | hcDAF12 agonist | NPR1 activator | DAX1 inh-1 | ssDAF-12 act | proKLK7 act | DAX1 inh-2 | NPR2 activator | GAA850 FXN act | hgDAF12 agonist
Shown for `CCOc1ccc(-n2nc3c(=O)n(CCN4CCCCC4)nc(C)c3c2C)cc1` = 1 | -3 | -3.3 | 3 | -0.3 | -2.0 | 0.2 | -0.6 | 4 | 2.8 | 1.5
Shown for `CCOC(=O)c1ccc(N2C(=O)c3n[nH]c(C)c3C2c2ccco2)cc1` (stereo unspecified) = -10 | 1 | -2.3 | 3 | -1.7 | -1.0 | 0.7 | -0.8 | 5 | -1.4 | -0.6

Further entries
Every second line gives: sPLA2-III inh, SMARCA2 activ, hcDAF12 agonist, NPR1 activator, DAX1 inh-1, ssDAF-12 act, proKLK7 act, DAX1 inh-2, NPR2 activator, GAA850 FXN act, hgDAF12 agonist
31: Nc1cc(-c2ccc(Br)cc2)[nH]n1
    9, -3, 0.2, 5, -0.1, -1.1, 0.6, 0.2, -2, 0.1, -3.9
32: CCOc1ccc(CCNC(=O)c2ccc(C)c(N3CCCC3=O)c2)cc1OCC
    3, 2, -1.2, 1, -1.4, -0.6, 0.8, 0.2, -1, 0.8, -1.4
33: CCCNC(=O)c1ccc(N(Cc2ccccc2)S(C)(=O)=O)cc1
    -4, 4, 0.3, 0, 0.1, -2.3, 0.8, 0.0, 1, 0.7, 0.0
34: O=C(OCC(=O)N1CCCC1)c1c(Cl)ccc(Cl)c1Cl
    -7, 0, 0.8, 0, -0.1, -0.1, 0.2, -0.5, 1, 1.8, 3.0
35: CC1(C)Oc2ccc3ccc(=O)oc3c2[C@@H](O)[C@@H]1O
    4, 0, -1.1, 3, 2.2, -1.4, -0.1, -0.1, 6, -1.4, 0.4
36: CCOC(=O)c1[nH]c(C)c(/C(O)=C2\C(=O)C(=O)N(CCCN3CCOCC3)C2c2cccs2)c1C (stereo unspecified)
    -6, 0, 0.1, 3, -4.2, -1.5, 0.0, -0.8, 6, -3.9, 2.9
37: CC1CCN(C(=O)Cn2c3ccccc3c3nc4n(c(=O)c32)CCS4)CC1
    9, 1, 0.6, 4, -0.5, -0.1, 0.1, -1.6, -1, 1.0, -4.2
38: Cc1ccc(NC(=O)Cn2nnc(-c3ccccc3-n3cnnn3)n2)c(C)c1
    -9, -1, 1.1, 2, 0.8, -1.8, -0.8, -0.1, 1, -0.2, -4.8
39: O=C(CSc1nc2ncc(Cl)cc2[nH]1)N1CCC(Cc2ccccc2)CC1
    -5, -2, -1.8, -6, -0.8, -0.6, 0.4, 1.3, -2, 2.1, -1.9
40: COC(=O)C1CSC2c3ccccc3C(=O)N12 (stereo unspecified)
    4, -4, -1.3, 3, 1.3, -0.9, 0.0, -0.3, -3, -1.7, 0.1
41: COC(=O)NC(=C(Cl)Cl)S(=O)(=O)c1ccccc1
    2, 4, -0.3, 4, 0.3, -1.1, 0.3, -0.1, 5, 1.0, -6.8
42: CSc1nc(N)nc2c1ncn2C1OC(CO)CC1O (stereo unspecified)
    8, -1, -2.0, -3, 1.6, -0.9, -0.4, -0.1, 2, -1.7, -1.6
43: O=C(Nc1ccccc1N1CCCC1)C1=COCCO1
    4, -1, -1.2, -1, 0.6, -0.9, -0.2, 0.7, 1, -0.1, 3.6
44: c1ccc(COc2ccc(OCCCCN3CCCCC3)cc2)cc1
    0, 2, 0.8, 0, 0.5, -0.8, -0.7, 0.8, 5, 1.4, 7.0
45: Cn1c(=O)[nH]c(=O)c2c1nc(SCCO)n2CCCc1ccccc1
    1, -1, -0.6, 1, -0.5, -1.6, 0.2, -0.2, 3, 3.9, 1.3

Further compounds
Every second line gives: sPLA2-III inh, SMARCA2 activ, hcDAF12 agonist, NPR1 activator, DAX1 inh-1, ssDAF-12 act, proKLK7 act, DAX1 inh-2, NPR2 activator, GAA850 FXN act, hgDAF12 agonist
46: CCCc1cc(C(=O)Nc2cc(C)on2)no1
    9, 0, 0.8, 0, 0.5, -0.9, -0.1, 0.4, 3, 3.1, 3.0
47: COC(=O)CNC(=O)c1ccc(F)cc1
    12, -4, -0.8, 3, nt, -1.6, 0.4, 0.1, 5, 0.4, -0.1
48: C=CCn1c(SCc2ccc(C#N)cc2)nnc1-c1cccc(Cl)c1
    -15, -2, -3.1, -9, 0.0, -1.6, -0.1, -1.9, -4, 0.0, -3.3
49: Cc1cc(Br)c2nc(-c3ccccc3)c(Cc3cccc(Cl)c3)n2c1
    -7, 4, 4.7, -6, nt, 0.3, 0.8, 1.7, -6, nt, 4.6
